# Source: PubChem BioAssay (several laboratories)
# Rpn11 block: inhibitors of human proteasome Rpn11. O00487. 0.59% of 360,000 active. calls only at 20 µM. human 26S proteasome, Ub4-pepOG fluorescence polarization; 20S core pre-blocked with epoxomicin;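 active means inhibition at 20 µM, scaled to each plate's controls, above about 33%, limit read from the data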
# STEP block: blocks human striatal-enriched tyrosine phosphatase. P54829. recombinant STEP, OMFP fluorogenic substrate, fluorescence. inhibition, % at 20 µM. 0.25% of 360,000 active. AID 588621;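 active means inhibition at 20 µM, scaled per plate between control wells, above about 37%, limit read from the data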;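 further: 0% = DMSO with enzyme and substrate and 100% = substrate only without enzyme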
# Target sequence (P54829 whole entry, looked up): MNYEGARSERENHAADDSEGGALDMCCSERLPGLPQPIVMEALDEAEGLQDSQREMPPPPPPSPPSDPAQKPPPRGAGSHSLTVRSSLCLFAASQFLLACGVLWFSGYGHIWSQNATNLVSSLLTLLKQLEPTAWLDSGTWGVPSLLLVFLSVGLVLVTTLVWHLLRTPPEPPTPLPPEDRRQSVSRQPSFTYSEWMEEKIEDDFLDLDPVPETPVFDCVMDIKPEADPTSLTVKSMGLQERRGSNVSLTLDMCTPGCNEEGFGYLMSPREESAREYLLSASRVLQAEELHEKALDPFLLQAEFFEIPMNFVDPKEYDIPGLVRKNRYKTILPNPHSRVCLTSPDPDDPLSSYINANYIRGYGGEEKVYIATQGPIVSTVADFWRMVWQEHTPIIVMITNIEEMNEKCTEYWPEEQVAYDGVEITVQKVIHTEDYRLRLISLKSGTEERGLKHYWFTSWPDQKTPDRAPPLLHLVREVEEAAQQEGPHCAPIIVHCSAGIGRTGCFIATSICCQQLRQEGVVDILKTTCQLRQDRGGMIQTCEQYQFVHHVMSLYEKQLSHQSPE
#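 Also added – OMFP at 25 µM · Test system – STEP tyrosine phosphatase · Technique – FITC-channel fluorescence of OMFP product · Schedule – 20 min at room temperature, dark · Evaluation – control-normalized % inhibition with plate pattern correction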
# SUMO1 PPI mod: modulators of human SUMO1-mediated protein-protein interactions; P63165; SUMO1 binding to a labelled peptide, TR-FRET, 1 h; 0.33% of 360,000 active; inhibition, % at 20 µM; in the data active means inhibition above about 37%
# Target sequence (P63165 whole entry, looked up): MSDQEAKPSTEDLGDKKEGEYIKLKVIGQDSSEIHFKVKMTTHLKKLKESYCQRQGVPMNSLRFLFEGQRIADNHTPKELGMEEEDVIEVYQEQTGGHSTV
# DNMT1 inh: inhibitors of human DNMT1 | P26358 | DNMT1 molecular beacon, Hinp1I cleavage, fluorescence | inhibition (reported as % activation of signal), % at 10 µM | 0.83% of 360,000 active | AID 588458; in the data active means inhibition above about 50%
# PABP1 MLLE inh: blocks PAM2 peptide binding to the PABP1 MLLE domain; inhibition, % at 20 µM; AID 588489; P11940; 0.36% of 360,000 active; GST-MLLE / FITC-PAM2 fluorescence polarization; in the data active means inhibition above about 35%, passing the limit was not always enough;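 further: plate controls were DMSO wells with GST-MLLE for no effect and wells lacking GST-MLLE protein for full effect; some results filed as inactive read as strong as hits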
# TbMetRS inhib: blocks T. brucei methionyl-tRNA synthetase activity. 0.4% of 360,000 active. purified T. brucei MetRS, ATP depletion, Kinase-Glo luminescence. inhibition, % at 11.9 µM. AID 624268;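 active means inhibition above a per-plate cutoff of the control wells' mean inhibition plus 3 SD, cut at about 5.5% in these data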;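 further: 0% = DMSO wells median and 100% = median of wells with control inhibitor compound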
#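 Assay system: T. brucei methionyl-tRNA synthetase, purified | Medium: HEPES buffer with MgCl2, KCl, DTT, spermine, BSA, pyrophosphatase | Compound: 11.9 µM single point | Incubation: 15 min enzyme-compound preincubation, 2 h reaction, 10 min detection, 25 °C | Measured by: Kinase-Glo luciferase luminescence reporting remaining unconsumed ATP | Measure: % inhibition normalized to control-well medians | Replication: Singlicate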
# CSN inh: inhibitors of human CSN-mediated cullin deneddylation | Purified CSN, SCF-Nedd8-OG deneddylation, fluorescence polarization | inhibition, % at 12.5 µM | 0.38% of 360,000 active | AID 651999;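 active means pattern-corrected inhibition above about 35%, with an unprinted fluorescence ratio check between 0.5 and 1.5, limit read from the data, passing the limit was not always enough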;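 further: 0% = enzyme with substrate and 100% = substrate without enzyme; some results filed as inactive read as strong as hits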
#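 Test system: purified human Csn5 enzyme expressed in HEK293T cells. Amount: 0.24 nM enzyme. Reagent: SCFSkp2-Nedd8OG substrate at 10 nM final. Schedule: 90 min incubation of compound, enzyme and substrate at room temperature. Detection: fluorescence polarization. Read-out: % inhibition of substrate cleavage by Csn5.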
# Scp1 inh: inhibitors of human Scp-1 phosphatase; Q9GZU7; Recombinant Scp1, phosphopeptide, malachite green phosphate absorbance; inhibition, % at 20 µM; 0.88% of 340,000 active; AID 493091;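 active means inhibition above about 50% at 20 µM, limit read from the data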;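 further: plate controls were DMSO wells with enzyme for no effect and wells lacking enzyme for full effect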
# Target sequence (Q9GZU7 76-261 limits assumed): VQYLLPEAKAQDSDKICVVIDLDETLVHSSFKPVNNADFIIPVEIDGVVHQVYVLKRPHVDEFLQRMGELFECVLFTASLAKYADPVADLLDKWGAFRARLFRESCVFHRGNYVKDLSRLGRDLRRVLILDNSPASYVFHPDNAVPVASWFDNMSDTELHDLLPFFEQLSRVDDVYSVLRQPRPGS
#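 Material: truncated SCP-1 phosphatase (76-261aa) / Buffer or medium: 50 mM Tris acetate pH 5.5, 0.005% Tween-20, 10 mM MgCl2 / Compound dosing: one concentration, 20 µM, with 1.0% DMSO / Incubation: 45 min room-temperature reaction, 5 min colour, 30 min stabiliser / Detection: colorimetric free-phosphate detection, absorbance 630 nm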
# NadD block: NadD (S. aureus) enzyme inhibition; purified NadD enzyme, colorimetric absorbance read-out; inhibition, % at 20 µM; 0.78% of 360,000 active; AID 602399; in the data active means inhibition above about 26%; further: some compounds past the cut are filed as inactive
# LMPTP block: blocks human LMPTP phosphatase; P24666; recombinant LMPTP-A, OMFP fluorogenic substrate, fluorescence intensity; inhibition, % at 20 µM; 0.22% of 360,000 active;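 active means compounds that cut the enzyme signal by at least half of the control window in the single-dose screen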;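 further: plate controls were DMSO wells with enzyme plus substrate for no effect and substrate without enzyme for full effect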
# Target sequence (P24666 whole entry, looked up): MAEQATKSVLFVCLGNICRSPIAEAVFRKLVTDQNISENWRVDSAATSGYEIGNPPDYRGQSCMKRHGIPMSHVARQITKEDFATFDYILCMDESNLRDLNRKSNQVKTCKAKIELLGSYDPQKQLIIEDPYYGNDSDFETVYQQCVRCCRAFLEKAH
#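 Assay system: LMPTP-A enzyme. Input: 0.625 nM LMPTP-A final. Probe or stimulus: 400 µM OMFP. Compound dosing: single 20 µM dose. Schedule: 50 min dark incubation at room temperature. Detection: fluorescence intensity of OMFP turnover product. Read-out: percent inhibition versus substrate-only and uninhibited controls. Benchmarks: no-enzyme low control, uninhibited high control.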
# The depositor's hits bear a star; i = inactive; x = no result given.
SMILES,Rpn11 block,STEP block,SUMO1 PPI mod,DNMT1 inh,PABP1 MLLE inh,TbMetRS inhib,CSN inh,Scp1 inh,NadD block,LMPTP block
COc1cccc(-c2nnc(NC(=O)c3ccco3)s2)c1,i,1,-2,4,14,-0.3,6,0,-2,7.6
Cc1cc(C)cc(N2CC(O)=C(c3nc4ccccc4c(=O)[nH]3)C2=N)c1,i,3,-2,11,-13,-0.5,22,17,6,4.4
O=C(CNC(=O)c1ccc(Cl)c([N+](=O)[O-])c1)OCN1C(=O)c2ccccc2C1=O,i,-1,-25,-1,-37,0.1,-5,-6,0,-0.8
Cc1onc(-c2ccccc2)c1C(=O)Nc1nc(-c2ccccc2)cs1,i,-2,-10,-3,-14,-2.3,-5,30,27,1.3
CCCCNC(=O)C(=O)Nc1cc2c3c(c1)CCC(=O)N3CCC2,i,1,-1,-1,-12,-0.4,5,-9,-3,-0.6
O=C(OCc1c(-c2ccccc2)ncc2ccccc12)c1ccccc1C(F)(F)F,i,3,-3,-6,6,-0.6,2,12,9,0.5
Fc1ccc(NC(=S)N2CCc3ccccc3C2)c(F)c1,i,-2,-3,2,-104,-0.8,12,-7,-6,-0.4
N#Cc1ccc(-c2ccc(OCC(=O)Nc3cccnc3)cc2)cc1,i,-2,-1,-2,11,-0.3,0,6,3,-0.8
O=C(O)CSc1ncccn1,i,-2,-2,-2,4,-0.6,-3,-5,-5,-2.7
O=C(NCc1ccccc1)c1ccc(NC(=O)C2CCCO2)cc1 (stereo not drawn),i,1,0,1,8,0.6,0,-6,3,-1.7
COc1ccc(CNC(=O)C[C@H]2C[C@H](C(=O)N(C(C)C)C(C)C)[C@@]3(C)c4[nH]c5ccc(Cl)cc5c4CCN3C2=O)cc1OC,i,1,5,1,4,-0.8,4,-2,-3,1.3
COC(=O)c1ccc(COC(=O)c2ccccn2)cc1,i,1,-3,2,-6,-0.2,6,-16,1,-1.7
O=C(C[C@H]1CC[C@@H]2[C@H](COC[C@@H](O)CN2Cc2ccc(Cl)cc2)O1)NCCc1ccccc1,x,x,4,x,x,-0.5,-1,x,x,-1.5
O=C(O)/C(=C\c1cccc(OCc2ccccc2)c1)c1ccc(F)cc1,i,-3,1,1,4,0.4,1,-12,-3,0.4
O=C(CCSc1ccccc1Cl)Nc1cccc([N+](=O)[O-])c1,i,-3,-15,-1,3,0.0,-2,-14,-5,2.0

# As a working copy, some entries already given:
SMILES,Rpn11 block,STEP block,SUMO1 PPI mod,DNMT1 inh,PABP1 MLLE inh,TbMetRS inhib,CSN inh,Scp1 inh,NadD block,LMPTP block
Fc1ccc(NC(=S)N2CCc3ccccc3C2)c(F)c1,i,-2,-3,2,-104,-0.8,12,-7,-6,-0.4
N#Cc1ccc(-c2ccc(OCC(=O)Nc3cccnc3)cc2)cc1,i,-2,-1,-2,11,-0.3,0,6,3,-0.8
O=C(O)CSc1ncccn1,i,-2,-2,-2,4,-0.6,-3,-5,-5,-2.7
O=C(NCc1ccccc1)c1ccc(NC(=O)C2CCCO2)cc1 (stereo not drawn),i,1,0,1,8,0.6,0,-6,3,-1.7

# Remaining list, next part
SMILES,Rpn11 block,STEP block,SUMO1 PPI mod,DNMT1 inh,PABP1 MLLE inh,TbMetRS inhib,CSN inh,Scp1 inh,NadD block,LMPTP block
CCOc1cc(/C=N\NC(=O)CC(=O)NCCc2ccccc2)ccc1O,i,2,2,2,-10,0.0,-6,-11,-4,-0.8
CCC(=O)N1CCc2cc(S(=O)(=O)CCC(=O)Nc3ccc(C(C)=O)cc3)ccc21,i,2,0,-2,-4,-0.8,7,1,-6,-1.4
O=C(NNS(=O)(=O)c1ccccc1)c1ccc(O)cc1,i,-2,1,0,12,-0.2,-5,-5,2,-1.2
C=CCNC(=O)c1ccc(C)cc1Cl,i,4,2,1,-3,-0.3,2,-3,4,0.3
Cc1ccccc1NC(=S)NCc1ccc(Cl)cc1,i,12,7,-1,-29,0.3,-3,-6,-1,-0.2
Cc1cccc(OCC(=O)N/N=C/c2cc([N+](=O)[O-])ccc2N2CCOCC2)c1,i,-4,-22,-6,-9,0.1,6,-9,-1,2.0
CC(NC(=O)c1ccccc1F)c1cccc2ccccc12 (stereo not drawn),i,1,2,-1,-4,-0.2,0,-6,1,-0.6
Cc1ccc(S(=O)(=O)N2CCOCC2)cc1NC(=O)COC(=O)C1CCC1,i,-2,2,2,7,0.0,-5,x,4,-1.2
COc1ccc(OC)c(CCNC(=O)c2ccc3c(c2)N(Cc2ccccc2)CCS3)c1,i,5,-39,-4,-5,0.1,-5,-9,-6,10
COc1ccc(NC(=O)Cc2ccsc2)cc1S(=O)(=O)N1CCOCC1,i,-5,4,-1,2,-0.3,4,-12,4,-2.0
CCNc1nc(SC)nc(N(C#N)CC(=O)OC)n1,i,1,1,-2,7,-1.0,2,0,6,0.0
CC(C)(C)C(=O)N/C(N)=N/c1nc2ccccc2o1,i,0,2,-2,4,-1.3,-2,-7,-1,-0.6
CS(=O)(=O)c1ccc2nc(NC(=O)C3C4C=CC(C4)C3C(=O)O)sc2c1 (stereo not drawn),i,0,-2,15,-12,-0.5,1,1,-2,-3.3
CCCNC(=O)C1(C)CCN(Cc2ccc(Oc3ccccc3)cc2)C1 (stereo not drawn),i,-4,1,3,-19,-0.3,0,x,-7,0.4
Cc1cc(C)c(Cn2c(=O)[nH][nH]c2=O)cc1Cn1c(=O)[nH][nH]c1=O,i,0,0,-1,-12,-0.1,0,x,-3,-2.9
COc1ccc(S(=O)(=O)Nc2cccnc2)cc1,i,0,0,6,-5,-1.2,-6,-8,-5,3.9
CCOc1ccc(S(=O)(=O)NCc2cccnc2)c2ccccc12,i,-4,0,1,8,-0.2,3,-6,-4,-0.8
COc1ccc(S(=O)(=O)N2CCN(C(=O)c3ccccn3)CC2)cc1,i,-1,3,4,0,-0.4,-4,-7,-4,-0.5
CCOC(Cn1cc([N+](=O)[O-])c(=O)[nH]c1=O)OCC,i,1,-16,3,-6,0.1,3,-2,-5,-3.6
COc1ccc(C2(C)NC(=O)N(CC(=O)N(c3ccccc3)C3CCS(=O)(=O)C3)C2=O)cc1 (stereo not drawn),i,7,0,5,-21,0.1,2,-15,-1,-1.1
CC(C)CCNC(=O)c1onc(CSc2ccc(Cl)cc2)c1C(=O)NCCC(C)C,i,0,-3,3,16,-0.2,1,2,-6,0.2
O=C(COC(=O)CNC(=O)c1ccco1)NCc1ccc(F)cc1,i,-2,-3,-3,7,0.1,1,-7,-4,-0.7
COC(=O)C1CCN(C(=O)COC(=O)CCc2nc3ccccc3c(=O)[nH]2)CC1,i,1,3,1,-3,-0.8,1,-8,-3,-1.8
O=c1[nH][nH]c2nc(C(F)(F)F)cc(C(F)(F)F)c12,i,-2,-6,0,-2,-0.6,0,-5,6,-1.5
COc1cc(C)ccc1OCCOCCOc1ccccc1[N+](=O)[O-],i,-2,-6,-3,-5,-0.5,-13,-3,-14,-0.5
CSc1ccc(CNC(=O)Cn2nc(C)c3c(C)n(-c4ccc(C)cc4)nc3c2=O)cc1,i,13,-2,5,-12,-1.2,3,18,2,5.6
COc1ccc(N2C(=O)C(CC(=O)O)S/C2=C\C(C)=O)cc1 (stereo not drawn),i,7,-1,5,9,0.3,-2,0,-1,-0.7
COc1cccc(N(CC(=O)N2CCOCC2)S(C)(=O)=O)c1,i,-2,-1,2,19,-0.7,5,1,3,-1.0
COc1ccc(Cc2nnc(SCC(=O)Nc3nc(C)cs3)o2)cc1,i,3,0,0,11,-0.1,-5,-4,-2,0.7
O=C(Nc1ccccc1-c1nnn(CC(=O)N2CCCc3ccccc32)n1)c1ccc(Cl)cc1,i,5,-3,-1,6,0.0,2,-21,6,2.0
COc1ccc(CN(Cc2cc3ccc(C)cc3[nH]c2=O)Cc2nnnn2C2CCCC2)cc1,i,1,-6,-6,-3,-0.4,6,1,5,1.2
Cc1c(Cl)cccc1NS(=O)(=O)c1c(C(=O)N2CCOCC2)c(C)n(C)c1C,i,-2,1,2,-3,-0.4,2,1,-3,-1.3
CC(C(=O)NC1C=CS(=O)(=O)C1)N1C(=O)/C(=C\c2ccccc2)SC1=S (stereo not drawn),i,3,-26,-1,30,0.8,5,-2,4,0.6
CCOC(=O)CCNC(=O)N1CCCC(CNS(=O)(=O)c2cccs2)C1 (stereo not drawn),i,-4,0,-1,9,-1.0,-1,-6,-9,-0.7
COc1cc(/C=C(\NC(=O)c2ccccc2)C(=O)Nc2nccs2)ccc1OC(C)=O,i,0,-8,1,-8,-0.4,3,-4,-3,0.1
CCOC(=O)c1cc(CC)sc1NC(=O)Cc1ccsc1,i,2,1,-4,-9,-0.4,1,-12,11,3.4
COC(C/C=C/[C@H](O)[C@H](C)OCc1ccccc1)OC,i,-2,-1,-2,5,-0.2,-4,4,-1,-1.1
CC(C)[C@H](NC(=O)N1CC(=O)Nc2ccccc21)C(=O)N1CCC[C@@H]1C(=O)O,i,3,0,0,4,-2.3,-2,1,-7,0.1
CC(C)(C)OC(=O)C(Cc1ccc(OC(C)(C)C)cc1)NC(=O)CNC(=O)OCc1ccccc1 (stereo not drawn),i,1,0,-5,-17,0.3,-1,-10,-10,1.3
O=C(NC1CC1)c1sc2cc(F)ccc2c1Cl,i,2,-10,1,10,-0.3,2,-1,-4,-1.2
O=C(CC12CC3CC(CC(C3)C1)C2)NCC(=O)N1CCCC1,i,1,6,6,6,-0.9,-5,-6,2,-0.5
O=C(NCc1ccco1)c1cc(-c2ccccc2)nn1CC1CC(c2cccc([N+](=O)[O-])c2)=NO1 (stereo not drawn),i,1,-21,-10,-2,0.1,5,-15,0,4.4
CCOC(=O)c1sc2nc(N3CCOCC3)c3c(c2c1N)CC(C)(C)N(C)C3,i,4,-15,-2,9,-0.4,-2,-5,-6,2.7
CC(=O)N1CCN(C(=S)Nc2ccc(SC(F)F)cc2)CC1,i,2,0,1,-40,-0.5,0,-1,-7,1.9
Nn1c(SCC(=O)Nc2ccc3c(c2)OCCO3)nnc1-c1cccnc1,i,2,-4,0,-6,-0.1,5,-7,3,0.7
